Assay outcomes as filed in PubChem.
Pf Dd2 inh – blocks in vitro growth of P. falciparum Dd2; P. falciparum Dd2 growth, SYBR Green, 72 h; Potency, µM (doses to about 28.9 µM), inactives show top-dose activity, negative = inhibition, hits mostly inhibitors; actives 4.3% (n = 120,000); AID 1347417; active = well fitted inhibition curve with a large enough effect; inconclusive = small, poorly fitted or top-dose-only effect; inactive = no such curve, though single readings can be large or run the other way;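 also: plate controls were DMSO vehicle for no effect and reference drug for full effect; nearly all actives have a fitted effect of over 65% in size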
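Readout: SYBR Green fluorescence, 485 nm excitation, 535 nm emission, after ~16 h lysis at 37C. Before that, Dd2-infected red cells (2.5% hematocrit) grew 72 h with compound, 29 uM top final concentration.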
* hit, by the source's call; i = inactive; ? = inconclusive; [ ] = dose if it differs, or a comment. Potency is read from the fitted curve at half-maximal effect. Some of the compounds tested; the hit share may differ from the screen's.

nr | compound | Pf Dd2 inh
1 | COCC[C@]1(O)CCN(C(=O)C2CCN(C3CCCC3)CC2)C[C@H]1C | -1%
2 | COc1ccc(N2CCN(S(=O)(=O)CCNC(=O)COc3cccc(OC)c3)CC2)cc1 | 41%[activator]
3 | CCS(=O)(=O)N1CCc2cc(C(=O)NCc3ccc(C)cc3)ccc21 | 19%
4 | COc1ccc(C2(C(=O)N3CCC([C@H]4[C@@H](OC)C(=O)N4C(C)C)CC3)CC2)cc1 | -9%
5 | CCCSCCCNC(=O)C1CCCN(c2nn3cc(-c4ccc(OC)cc4)nc3s2)C1 (stereo not given) | ?
6 | O=C(C[C@@H]1C[C@H]2O[C@H](CNC3CCC3)[C@@H](O)[C@H]2O1)N1CCC(F)(F)C1 | i
7 | CCn1nccc1C(=O)N1CCC2(CCC2OC)CC1 (stereo not given) | -11%
8 | Cc1c(CC(=O)NCCc2ccccc2F)c(=O)oc2cc(O)c(Cl)cc12 | ?
9 | CCCN1CCN(C(=O)CC2CCCN(c3cnn(C)c(=O)c3)C2)CC1 (stereo not given) | 48%[activator]
10 | COc1ccc(C(=O)NCC(c2ccc3c(c2)OCO3)N2CCN(c3ccc(F)cc3)CC2)cc1 (stereo not given) | ?

In another format: four of the compounds above.
9. CCCN1CCN(C(=O)CC2CCCN(c3cnn(C)c(=O)c3)C2)CC1 (stereo not given)
- Pf Dd2 inh: 48%[activator]

4. COc1ccc(C2(C(=O)N3CCC([C@H]4[C@@H](OC)C(=O)N4C(C)C)CC3)CC2)cc1
- Pf Dd2 inh: -9%

6. O=C(C[C@@H]1C[C@H]2O[C@H](CNC3CCC3)[C@@H](O)[C@H]2O1)N1CCC(F)(F)C1
- Pf Dd2 inh: i

7. CCn1nccc1C(=O)N1CCC2(CCC2OC)CC1 (stereo not given)
- Pf Dd2 inh: -11%

New compounds follow
nr | compound | Pf Dd2 inh
11 | C[C@@H]1C(=O)O[C@H]2[C@H]1CC[C@@]1(C)Cc3sc(NC(=O)COc4ccccc4)nc3[C@@H](C)[C@H]21 | 7.1µM*
12 | CC(C)(C)CC(=O)N[C@H]1CC(C)(C)[C@@H]2C[C@@](C)(O)CC[C@]12CCC(=O)NCCc1c[nH]c2ccccc12 | ?
13 | C=CCNC(=O)CCc1ccc2c(c1)CN(C(=O)NCC)CCO2 | 18%
14 | Cc1cc(CN2CCCC23CCN(c2nc4ccccc4o2)CC3)on1 | -16%
15 | COc1ccc(S(=O)(=O)N2[C@H]3CC[C@@H]2c2cncnc2C3)cc1 | -10%
16 | Cc1ccc(CN2CCC(N3CCCNC3=O)CC2)cc1 | 29%[44.1 µM]
17 | CCOc1ccc(C(CC(=O)Nc2cc(C)c(Cl)cc2OC)N2Cc3ccccc3C2=O)cc1OC (stereo not given) | ?
18 | COc1ccc(CNC(=O)C2(C)CCCCC(=O)N2)cc1OC (stereo not given) | i
19 | Cc1nnc(-c2cc(-c3ccc([S+](C)(=O)[O-])cc3)ccn2)n1CCN1CCOCC1 | -19%[44.1 µM]
20 | O=C(Cn1nc2c(cc1=O)CCCCC2)N1CCN(c2ccc(Cl)cc2)CC1 | 2%
21 | CC(C)(C)CNCC1(O)CCCN(Cc2cccc(F)c2F)C1=O (stereo not given) | 4.5µM*
22 | COc1ccc(CCn2cc3c(c2-c2ccc(Br)cc2)c(=O)n(C)c(=O)n3C)cc1OC | ?
23 | O=C1COc2ccc(Nc3ccc(C(F)(F)F)cc3)nc2CN1 | -13%[44.1 µM]
24 | O=C1N(c2ccccn2)C[C@H]2CN(Cc3ccccc3)CCN12 | -15%[44.1 µM]
25 | COc1ccc(N2CCN(Cc3nc4c(c(=O)[nH]c(=O)n4C)n3CC(C)C)CC2)cc1 | -17%
26 | Cc1cnc(CC2CCN(C(=O)C3CC3)CC2)n1Cc1ccccc1 | 6.3µM*
27 | COCc1ccc2c(c1)c(OC(C)(C)C(=O)NC1CCOCC1)nn2Cc1cccnc1 | 5%[44.1 µM]
28 | Cc1ccc(Cl)cc1N1CCN(S(=O)(=O)c2cc3[nH]c(=O)c(=O)[nH]c3cc2C)CC1 | ?
29 | CCCn1c(C)cnc1CC1CCCNC1 (stereo not given) | 5%
30 | COC[C@H]1C[C@@H](NC(=O)c2cc(C)oc2C)[C@H](O)[C@@H]1O | -4%[44.1 µM]

Fetched by structure from the list above, four records:
nr | compound | Pf Dd2 inh
3 | CCS(=O)(=O)N1CCc2cc(C(=O)NCc3ccc(C)cc3)ccc21 | 19%
20 | O=C(Cn1nc2c(cc1=O)CCCCC2)N1CCN(c2ccc(Cl)cc2)CC1 | 2%
18 | COc1ccc(CNC(=O)C2(C)CCCCC(=O)N2)cc1OC (stereo not given) | i
30 | COC[C@H]1C[C@@H](NC(=O)c2cc(C)oc2C)[C@H](O)[C@@H]1O | -4%[44.1 µM]

Following part:
nr | compound | Pf Dd2 inh
31 | CC(CCc1ccccc1)NC(=O)Cn1c(=O)nc(-c2ccccc2)c2ccccc21 (stereo not given) | -12%
32 | COCC(=O)N1CCC2(CC1)CN(Cc1cnc(C(C)C)nc1)CCN2C | -1%
33 | CCOC(=O)c1c(-c2ccc(OC)cc2)oc2ccc(OCc3ccccc3C)cc12 | ?
34 | CC(=O)N1CC(CO)C2(CCN(Cc3ccc(C)o3)CC2)C1 (stereo not given) | -9%
35 | Cc1ccc(N2CCC(NC(=O)c3ccc(Br)cc3)C2=O)cc1 (stereo not given) | 22%
36 | COCC(=O)N[C@H]1CC[C@]2(C)CC[C@@H]([C@H](C)C(=O)N3CCOCC3)[C@H](O)[C@H]2[C@@H]1C | 5%[44.1 µM]
37 | CSCC(=O)N1CCC(C2CCN(S(C)(=O)=O)CC2)C1 (stereo not given) | 7%
38 | COc1ccccc1CC(=O)N1CCCc2ncc(C(=O)NCc3cccc(Cl)c3)cc21 | i
39 | COc1ccc(CN(Cc2ccc(OC)cc2)C[C@H]2C[C@@H]3CCN2C[C@@H]3c2cc(C3CCCC3)nn2C)cc1 | ?
40 | CC(=O)Nc1ccc(C2OC(=O)N(Cc3cccc(F)c3)C2C(=O)NCC2CCCO2)cc1 (stereo not given) | i
41 | COc1cccc(NC(=O)N2CCCC3(C2)Nc2cccnc2NC3=NC2CCCC2)c1 (stereo not given) | -1%[5.79 µM]
42 | CCN1C(=O)C2(CCN(S(=O)(=O)c3cc(C)ccc3C)CC2)c2ccccc21 | ?
43 | CC(C)Cn1c(=O)c2sccc2n2c(CCCC(=O)NCCc3ccccc3)nnc12 | ?
44 | CCC(C)NC(=O)c1cc(Sc2cccc(Cl)c2)nc2ccccc12 (stereo not given) | ?
45 | CCOC(=O)Cn1nc(C)c(NC(=O)COc2ccc(C)c(C)c2)c1C | i
46 | CN(C)C[C@@H]1CN(Cc2ccccn2)C[C@H]1NC(=O)c1cccc(Cl)c1 | ?
47 | Cc1c(Cl)cccc1NC(=O)NCc1c(-n2cccc2)sc2c1CCCC2 | 4%
48 | COc1cccc(Nc2ncc3c(n2)C(C)(C(=O)NCCc2ccccn2)CC3)c1 (stereo not given) | i
49 | COc1ccc(C(=O)N2CC(c3nnc(C(C)C)o3)C3(CCOCC3)C2)cn1 (stereo not given) | 16%
50 | CN1C(=O)c2cccn2CC1C(=O)N1CCc2ccccc21 (stereo not given) | -24%
51 | O=C1NCCCCCCN(C(=O)Nc2ccccc2)[C@H]2C[C@H](c3nc(Cc4ccccc4)no3)C[C@@H]12 | ?
52 | COc1cccc(CNC(=O)CCS(=O)(=O)c2cc3c4c(c2)CCN4C(=O)CC3)c1 | 6%
53 | Cc1cccc(-c2ccccc2C(=O)N2CCCC(CO)(Cc3ccccc3F)C2)c1 (stereo not given) | i
54 | Cc1ccc(C(=O)/C=C/c2cn(CC(O)CN3CCCCCC3)c3ccccc23)cc1 (stereo not given) | 13µM*
55 | CCOCCCNc1nc2cc(OC)c(OC)cc2c2nc(-c3ccccc3)nn12 | 0.28µM*
56 | O=C(CCn1cc(Cl)cn1)N1CCOC(c2ccc(Cl)cc2)C1 (stereo not given) | -11%
57 | COc1ccccc1C(=O)NC1CCN(c2cn[nH]c(=O)c2)CC1 | i
58 | Cc1noc(C)c1S(=O)(=O)N1CCCN(Cc2ccncc2)C(c2ccccc2)CC(=O)NCC1 (stereo not given) | 1.1µM*
59 | CC1(c2ccccc2)N(Cc2ccc(O)cc2)C(=O)OC12CCN(Cc1cccnc1)CC2 (stereo not given) | ?
60 | Cc1ccc(-n2c(=O)c3cccnc3n2CC(=O)Nc2ccccc2C(F)(F)F)cc1C | 8.9µM*
61 | COCC(=O)NC[C@H]1CCN(Cc2ccc(C#N)cc2)C[C@H]1N(C)C | ?
62 | Cc1cccc(C)c1-n1ncc(C(=O)NCCCN2CCCCC2)c1C1CCN(C(=O)OC(C)(C)C)CC1 | 8.9µM*
63 | COc1cccc(C(=O)N2CC(c3nnc(C(C)C)o3)C3(CCOCC3)C2)c1OC (stereo not given) | -16%
64 | O=c1c(-c2cc(-c3ccccc3)nc3c2COc2ccc(Cl)cc2-3)coc2ccc(F)cc12 | -15%
65 | CCN(CC)S(=O)(=O)c1ccc2c(c1)N(CC(=O)Nc1ccccc1F)C(=O)C1CCCN21 (stereo not given) | -19%
66 | CCC1CN(CCNC(=O)Cc2c(F)cc(F)cc2F)Cc2cc(OC)ccc2O1 (stereo not given) | -19%
67 | Cc1cccc(-n2ccnc2SCC(=O)Nc2ccccc2C(F)(F)F)c1 | 25%
68 | O=C(c1ccsc1)N1CCC(O)(c2ccccc2)[C@H](N2CCCC2)C1 (stereo not given in full) | ?
69 | CSc1ncc(C(=O)NCc2cccc(F)c2)c(-c2ccccc2)n1 | 49%[activator]
70 | COCCNC(=O)C1COC2(CCN(C(=O)c3cccc(OC)c3)CC2)N1C(=O)c1ccccc1 (stereo not given) | 22%
71 | O=C(Cn1c(SCCOc2ccc(Cl)cc2)nc2ccccc21)N1CCCCC1 | 9%
72 | Cc1ccccc1Nc1c(-c2ccc(Cl)s2)nc2cccc(C)n12 | -19%
73 | Cn1ccc2c(C(=O)NCc3cccnc3)nc(-c3cccc(N4CCOCC4)c3)cc21 | ?
74 | O=C(c1ccc(Cl)s1)N1CCC(c2nc(-c3ccccc3)no2)C1 (stereo not given) | i[5.79 µM]
75 | CCc1ccc(C(=O)N2CCC[C@H]2c2nc(-c3ccc(OC)c(OC)c3)no2)cc1 | -5%
76 | CCOCCn1nc(C)cc1C(=O)N1C[C@@H](CN2CCCCC2)[C@@H](CO)C1 | 17%
77 | CCC1CN(C(=O)Nc2ccc(Br)cc2F)c2ccccc2S1 (stereo not given) | 44%[activator]
78 | O=C(Nc1cccc(Br)c1)C1CCN(c2cc(C(F)(F)F)ncn2)CC1 | ?
79 | COc1ccc(-c2cc(N3CCCC(NC(=O)C4CCCC4)C3)n[nH]2)cc1 (stereo not given) | i
80 | CC(C)CCNC(=O)C1CC(=O)N(c2n[nH]c3cc(Br)ccc23)C1 (stereo not given) | -5%

A few values from above:
Pf Dd2 inh result of #15 : -10%
Pf Dd2 inh result of #41 : -1%[5.79 µM]

New compounds follow
nr | compound | Pf Dd2 inh
81 | COCCNC(=O)[C@@H]1C[C@@H](O)CN1C1CCN(C(=O)c2cccc(C)c2)CC1 | 12%
82 | CC(C)(C)NC(=O)N1CCCC1c1nc(CCOc2ccc(F)cc2)no1 (stereo not given) | -12%
83 | COCCOC1CCN(C(=O)CCc2cccc(OC)c2)CC1 | 27%
84 | COCCCNC(=O)c1c(NC(=O)Cc2coc3cc(C)ccc23)sc2c1CCCC2 | 12%
85 | Cc1cc(C)cc(NC(=O)c2cc(S(=O)(=O)N3CCc4ccccc43)cn2C)c1 | -21%
86 | Cc1ccc(CC(=O)N2CCN(C3CCN(Cc4cccnc4)C3=O)CC2)cc1 (stereo not given) | ?
87 | Cc1cc(Br)ccc1NC(=O)C(NS(=O)(=O)c1cccs1)c1ccccc1 (stereo not given) | -9%
88 | Cc1ccc(-c2noc(-c3ccc(N4CCCCC4)c([N+](=O)[O-])c3)n2)cc1 | 11%
89 | Cn1nc(C2CCN(C(=O)c3nccc4ccccc34)CC2)c2c1CCOC2 | 63%[activator][5.79 µM]
90 | C/C=C(\C)CN1C[C@@H](NC(=O)Cn2ccnc2C)C[C@H]1C(=O)NCC | 29%
91 | COc1cccc(NC(=O)Cn2c(N3CCC(C)CC3)nc(C)cc2=O)c1 | ?
92 | COc1ccc(-c2noc(C(=O)N3CCC3)c2[C@H](C)O)cc1 | -24%[44.1 µM]
93 | Cc1ccc(-n2nc(C)c([C@H]3C=C[C@@H](O)C3)c2C)cc1Cl | i
94 | COCc1ccc2c(c1)c(OC(C)(C)C(=O)NCCc1ccccn1)nn2CCC(C)C | ?
95 | COc1ccc(-c2cc3c(=O)n(CC(=O)Nc4ccc(Br)c(C)c4)ccn3n2)cc1OC | 68%[activator]
96 | CCCCc1cc(C[C@@H]2C[C@H](NC(C)=O)C2(C)C)no1 | i
97 | CCCCCCn1c(CNC(=O)c2ccccc2)nc2ccccc21 | -20%
98 | O=C(CCC1CCCN(S(=O)(=O)c2ccccc2)C1)NCC1CCCCC1 (stereo not given) | i
99 | CC(=O)Nc1ccc(NC(=O)c2oc3ccc4c(c3c2C)C(=O)CC(C)(C)O4)cc1 | ?
100 | C[C@H]1[C@@H]2[C@H]3OC(=O)[C@@H](C)[C@@H]3CC[C@@]2(C)CC[C@@H]1NS(C)(=O)=O | ?
101 | O=C(c1ccsc1)N1CCCC(n2cc(-c3nc(C4CC4)no3)nn2)C1 (stereo not given) | i
102 | COc1ccc(NC(=O)CN(C)S(=O)(=O)c2cnc[nH]2)cc1Cl | -6%
103 | O=C(c1ccc2c(c1)OCO2)N1CCC(N2CCOCC2=O)CC1 | 4%
104 | CC(CCc1ccco1)NC(=O)CN1CCCc2nc(-c3ccccc3)ncc2C1=O (stereo not given) | -12%
105 | CCOc1ccccc1C(=O)N1CCc2cc(OC)c(OC)cc2C1COc1ccc(OC)cc1 (stereo not given) | ?
106 | CCOC(=O)c1c(NC(=O)c2cc(CC)on2)sc(C(C)=O)c1C | -9%
107 | COc1ccc(CC(=O)N2CC(CO)C3(CCNCC3)C2)cc1OC (stereo not given) | 21%
